Cathepsin G inh: human cathepsin G inhibitors, primary screen, biochemical, pooled compound mixtures, AMC fluorescence | 0.2% of 62,000 active | AID 581, 2007 | purified enzyme, AMC-tetrapeptide fluorescence | inhibition, % at 5 µM (by protocol);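 active = inhibition above 20% in each of the two mixture wells holding the compound; inactive = inhibition of 20% or less in either well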;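 also: 0% = enzyme control without mixture and 100% = blank lacking enzyme; strong numbers were not always called active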
Hsp90 inh: tumor Hsp90 inhibitors, primary screen, cell lysate, fluorescence polarization, NCI-N417 lysate; Cy3B-geldanamycin FP displacement; inhibition, % at 30 µM; 0.35% of 64,000 active;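 active = inhibition above 50%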;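 also: 0% = tracer plus lysate wells and 100% = tracer alone without lysate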
5HT1a ag: human 5-HT1a receptor agonists, primary screen, cell-based, CHO, Ga15 NFAT-bla reporter; 0.56% of 65,000 active; CHO 5-HT1a Ga15 NFAT-bla reporter, FRET ratio; 0% basal, 100% maximal reference agonist; activation, % at 10 µM; 5-hydroxytryptamine receptor 1A (Homo sapiens), P08908; AID 567, 2006;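 active = activation above the screen-wide mean activation plus 3 SD, cut at about 19% in these data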;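 also: 0% = DMSO wells and 100% = 5-CT at EC100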
MKP-1 inh: MKP-1 phosphatase inhibitors, primary screen, biochemical, in vitro. inhibition, %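 (compounds tested at a single concentration somewhere between 10 and 100 µM)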. AID 374, 2006. 0.15% of 65,000 active. Dual specificity protein phosphatase 1 (Homo sapiens), P28562. recombinant MKP-1, OMFP hydrolysis fluorescence;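 active = inhibition above about 50%, limit read from the data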;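 also: 0% = DMSO max control wells and 100% = wells with enzyme stopped by NaOH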
Target sequence (P28562 whole entry, looked up): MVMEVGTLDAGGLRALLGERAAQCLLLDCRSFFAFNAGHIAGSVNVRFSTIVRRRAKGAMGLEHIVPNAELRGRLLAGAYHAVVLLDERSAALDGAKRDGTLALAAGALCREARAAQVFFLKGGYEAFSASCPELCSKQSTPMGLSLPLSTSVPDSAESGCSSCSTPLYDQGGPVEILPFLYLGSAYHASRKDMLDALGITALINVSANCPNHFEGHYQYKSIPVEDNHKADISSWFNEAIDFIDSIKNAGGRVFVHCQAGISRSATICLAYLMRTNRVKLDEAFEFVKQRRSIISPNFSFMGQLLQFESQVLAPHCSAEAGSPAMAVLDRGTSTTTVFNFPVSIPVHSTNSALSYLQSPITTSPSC
C1s block: complement C1s protease inhibitors, primary screen, biochemical, 10-compound mixtures. Complement C1s subcomponent (Homo sapiens), P09871. 0.16% of 62,000 active. AID 538, 2006. purified C1s, fluorogenic AMC substrate, pooled mixtures. mean inhibition % of two 10-compound mixtures (stronger effect = higher value), % at 5 µM (by protocol);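 active = inhibition above 20% in each of the two 10-compound mixture wells holding the compound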;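 also: 0% = enzyme wells lacking compound mixture and 100% = no-enzyme blank wells; some compounds called inactive have numbers as strong as hits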
Cdc25B inh: inhibitors of Cdc25B phosphatase catalytic domain, primary screen, biochemical, OMFP fluorescence | recombinant Cdc25B, OMFP fluorescence Ex485/Em525 | 0.1% of 65,000 active | inhibition, %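 (compounds tested at 10 µM final in the well)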 | AID 368, 2006 | M-phase inducer phosphatase 2 (Homo sapiens), P30305; in the data active = inhibition above about 50%
CatL block: inhibitors of human cathepsin L, biochemical; Procathepsin L (Homo sapiens), P07711; purified cathepsin L, fluorogenic substrate, fluorescence; inhibition, %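 (tested at 10 µM)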; 0.17% of 58,000 active; AID 460, 2006; in the data active = inhibition above about 45%;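 also: 0% = enzyme with no compound and 100% = no enzyme blank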
FXIa inh mix: FXIa protease inhibitors in compound pools, primary screen, biochemical, 10-compound mixtures; inhibition, % at 5 µM; Coagulation factor XI (Homo sapiens), P03951; purified FXIa, fluorogenic substrate, pooled mixtures; AID 680, 2007; 0.19% of 62,000 active;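 also: each value is inhibition by a whole ten-compound pool holding the compound; 0% = enzyme with no mixture and 100% = wells lacking enzyme; strong numbers were not always called active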
FXIIa mix inh: human factor XIIa inhibitors, primary screen, biochemical, pooled compound mixtures, fluorogenic substrate; 0.2% of 62,000 active; purified FXIIa; Coagulation factor XII (Homo sapiens), P00748; inhibition, % at 5 µM;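 also: 0% = enzyme without compound and 100% = no enzyme blank; some results filed as inactive read as strong as hits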
Target sequence (P00748 20-372 limits assumed): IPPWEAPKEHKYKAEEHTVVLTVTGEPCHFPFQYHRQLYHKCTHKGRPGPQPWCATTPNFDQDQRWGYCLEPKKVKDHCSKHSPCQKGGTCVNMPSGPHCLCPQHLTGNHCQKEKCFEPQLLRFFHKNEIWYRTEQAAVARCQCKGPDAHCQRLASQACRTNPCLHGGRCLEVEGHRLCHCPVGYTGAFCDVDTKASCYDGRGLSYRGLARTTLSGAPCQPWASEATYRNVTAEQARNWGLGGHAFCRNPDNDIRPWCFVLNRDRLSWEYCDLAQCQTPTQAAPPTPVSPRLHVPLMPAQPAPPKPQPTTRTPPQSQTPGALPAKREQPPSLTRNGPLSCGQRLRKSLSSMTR
Target sequence (P00748 373-615 limits assumed): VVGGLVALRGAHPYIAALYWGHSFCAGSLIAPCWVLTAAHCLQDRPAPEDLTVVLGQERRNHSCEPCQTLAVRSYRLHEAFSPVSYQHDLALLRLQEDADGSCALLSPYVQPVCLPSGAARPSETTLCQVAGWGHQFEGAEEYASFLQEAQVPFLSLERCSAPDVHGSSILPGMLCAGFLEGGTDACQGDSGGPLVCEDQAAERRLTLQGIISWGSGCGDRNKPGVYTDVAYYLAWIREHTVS
Numbers without * were called inactive; . = not tested or not shown. Rule as the data show it, unless noted: active = inhibition above about 20% (passing the limit was not always enough); inactive = the rest.

Start of the data: the first two entries as a preview:
Each structure is followed by: Cathepsin G inh | Hsp90 inh | 5HT1a ag | MKP-1 inh | C1s block | Cdc25B inh | CatL block | FXIa inh mix | FXIIa mix inh
- Cc1cc(OCC(=O)Nn2cnnc2)c(C)cc1Br
    11 | -4 | -2.6 | 6 | 17 | -3 | -4 | 4 | 1
- C(=N\n1cnnc1)/c1cccc(OCCOc2ccccc2)c1
    0 | 0 | -2.5 | 34 | -9 | -2 | 21 | -2 | -4

The list itself, repeating the preview:
Each structure is followed by: Cathepsin G inh | Hsp90 inh | 5HT1a ag | MKP-1 inh | C1s block | Cdc25B inh | CatL block | FXIa inh mix | FXIIa mix inh
- Cc1cc(OCC(=O)Nn2cnnc2)c(C)cc1Br
    11 | -4 | -2.6 | 6 | 17 | -3 | -4 | 4 | 1
- C(=N\n1cnnc1)/c1cccc(OCCOc2ccccc2)c1
    0 | 0 | -2.5 | 34 | -9 | -2 | 21 | -2 | -4
- Cc1cc(C)cc(NC(=O)CSc2nnc(-c3ccccc3)n2N)c1
    11 | . | 2.0 | 12 | 7 | -22 | . | 5 | 1
- CC1(C)Cc2c(C#N)c(NCC3CCCO3)nc(-c3ccco3)c2CO1 (configuration not stated)
    . | -9 | 5.2 | -18 | . | -22 | -141 | . | .
- COc1ccc(S(=O)(=O)N2CCN(c3ccccn3)CC2)cc1OC
    3 | -2 | 2.6 | -7 | -2 | -14 | 12 | -7 | 3
- COc1ccc(-n2c(SCC(=O)Nc3nccs3)nc3c(c2=O)SC(C)C3)cc1 (configuration not stated)
    -1 | 1 | 2.5 | 7 | 1 | -7 | -8 | 11 | -12
- CSc1nnc(-c2cccs2)n1-c1ccccc1
    2 | 2 | -2.4 | 0 | -34 | -6 | 21 | -4 | 2
- COCCCNC(=O)c1ccc2c(c1)OCO2
    3 | -2 | -2.6 | -21 | -1 | -11 | -3 | 6 | 6
- CCCCCc1c(O)nc(SCC(=O)NCC2CCCO2)[nH]c1=O (configuration not stated)
    -6 | -5 | 0.9 | -10 | -2 | -10 | -1 | 5 | -11
- Brc1cccc(-c2cnc3n2CCCCC3)c1
    9 | 0 | 0.6 | -6 | -14 | 2 | 18 | 6 | 15
- COc1cc(C)c(S(=O)(=O)n2ccc(C)n2)cc1C
    10 | -1 | 0.9 | 4 | 17 | -10 | 13 | -1 | -19
- COc1ccc(S(=O)(=O)NCc2ccc(C(=O)O)cc2)cc1
    9 | -1 | 0.4 | 0 | -3 | -2 | 6 | 3 | 12
- COc1ccc(OC)c(NC(=O)C23CCC(C)(C(=O)O2)C3(C)C)c1 (configuration not stated)
    -2 | 1 | 0.3 | 3 | -28 | -7 | 0 | -1 | 9
- O=C(NC1CCCCC1)c1ccc(S(=O)(=O)NCc2cccnc2)cc1
    4 | -1 | -1.8 | -14 | -30 | -2 | 5 | -1 | 6
- COc1ccc(NC(=O)CNS(=O)(=O)c2ccc3nc(C)sc3c2)c(OC)c1
    8 | 2 | 0.5 | 2 | 10 | -1 | 4 | 9 | -9
- COc1ccc(CC(NC(C)=O)C(=O)N2CCN(C(=O)N(C(C)C)C(C)C)CC2)cc1 (configuration not stated)
    36 | -1 | -3.2 | 0 | 3 | 4 | 6 | 7 | 6
- CCN(CC)C(=O)COn1c(SCC(=O)N(CC)CC)nc2ccccc2c1=O
    . | -1 | -1.2 | -17 | . | -18 | 16 | . | .
- CCOc1ccc(C)cc1S(=O)(=O)n1ccc(C)n1
    6 | 4 | 0.6 | 25 | -6 | -6 | -15 | -9 | -20
- CN1C(=O)CC(N2CCN(CC(=O)N3CCCC3)CC2)C1=O (configuration not stated)
    -2 | 0 | 0.2 | 9 | -85 | -7 | 33 | 3 | -1
- O=C(Nc1nnc(-c2ccccc2Cl)o1)c1ccc(S(=O)(=O)N2CCCCCC2)cc1
    -8 | -4 | 0.9 | 7 | -18 | 25 | -5 | 1 | 0

As entered above.
`CN1C(=O)CC(N2CCN(CC(=O)N3CCCC3)CC2)C1=O` (configuration not stated) in Cdc25B inh → -7
`C(=N\n1cnnc1)/c1cccc(OCCOc2ccccc2)c1` in FXIIa mix inh → -4
`COc1ccc(S(=O)(=O)N2CCN(c3ccccn3)CC2)cc1OC` in FXIIa mix inh → 3
`O=C(NC1CCCCC1)c1ccc(S(=O)(=O)NCc2cccnc2)cc1` in Cdc25B inh → -2
`COc1ccc(CC(NC(C)=O)C(=O)N2CCN(C(=O)N(C(C)C)C(C)C)CC2)cc1` (configuration not stated) in 5HT1a ag → -3.2

(continued)
Each structure is followed by: Cathepsin G inh | Hsp90 inh | 5HT1a ag | MKP-1 inh | C1s block | Cdc25B inh | CatL block | FXIa inh mix | FXIIa mix inh
- CCOC(=O)C1CCN(S(=O)(=O)c2ccc3c4c(cccc24)C(=O)N3)CC1
    5 | -2 | -2.2 | 8 | -32 | -14 | -46 | -25 | -1
- CCOC(=O)C1CCN(Cc2ccc(O)c3ncccc23)CC1
    0 | 1 | -3.0 | 5 | -3 | -14 | 7 | 4 | -5
- COC(=O)C(C)Sc1nc2c(cnn2-c2ccc(C)cc2)c(=O)[nH]1 (configuration not stated)
    9 | 5 | 0.6 | 9 | 3 | 18 | . | -1 | -18
- COc1ccc(CCNC(=O)c2cc(-c3ccc4c(c3)OCO4)on2)cc1OC
    19 | -4 | -0.1 | 18 | -19 | -5 | 32 | -7 | 5
- Cc1ccccc1CN1CCNC1=O
    4 | -2 | -1.8 | 1 | 5 | -13 | 2 | 13 | 9
- O=C(O)c1ccccc1C(=O)Nc1ccccn1
    5 | -3 | -1.0 | -9 | -46 | -3 | 18 | -1 | 1
- Cc1cccc(C)c1NC(=O)CSc1nnc(-c2ccco2)n1N
    -5 | -2 | -8.3 | -4 | -1 | -22 | 8 | 5 | -1
- Cc1ccsc1C1C2=C(CC(C)(C)CC2=O)Nc2ncnn21 (configuration not stated)
    -10 | -5 | 3.9 | -1 | -42 | -25 | -5 | 4 | -16
- Cc1cc(C(=O)N(C2CCCCC2)C2CCCCC2)no1
    -4 | -8 | -2.2 | 8 | 1 | -11 | 23 | -6 | 7
- CCc1nc(N(CC)CC)c2oc3ccccc3c2n1
    -1 | . | 3.2 | 8 | 0 | -7 | 13 | 4 | 7
- O=C(CSc1ccc2nnc(-c3ccc(F)cc3)n2n1)NCC1CCCO1 (configuration not stated)
    7 | -5 | -0.2 | 5 | -1 | -8 | 2 | 1 | 15
- CC(C)OC(=O)c1cccc(C(=O)O)n1
    7 | -4 | 0.7 | -5 | 5 | -16 | -10 | 1 | 6
- CCCc1nnc(NC(=O)CCN2C(=O)c3ccccc3C2=O)s1
    0 | 0 | -1.6 | -6 | -45 | -1 | -7 | 9 | 8
- Cc1cc(NC(=O)c2ccc3c(c2)OCO3)no1
    2 | 0 | 0.9 | 20 | 3 | -7 | 10 | 9 | 7
- CC12CC(NC(=O)N1c1cccc(C(=O)N3CCN(c4ccccc4F)CC3)c1)c1ccccc1O2 (configuration not stated)
    6 | -1 | -0.2 | -10 | -20 | 2 | 0 | -2 | 11
- CCS(=O)(=O)CCSc1nc(C)cc(C)n1
    -17 | -2 | -0.5 | -13 | -18 | 10 | -3 | -3 | 4
- COc1ccc(C(=O)CSc2nnc(-c3cc4ccccc4cc3O)n2Cc2ccco2)cc1
    3 | 0 | 1.9 | 20 | -12 | 9 | 1 | 7 | 2
- N#Cc1nc(Cc2ccccc2)oc1N1CCC(Cc2ccccc2)CC1
    8 | -3 | 1.3 | 6 | 9 | -23 | 20 | 8 | 4
- COc1cc(NC(=O)c2ccccc2)c(OC)cc1NC(=O)CN1CCN(c2ccccn2)CC1
    10 | -4 | -0.8 | 1 | 12 | -11 | 15 | 1 | 1
- COc1ccccc1-c1nnc2n1N=C(C)CS2
    -3 | -1 | -1.2 | -20 | 2 | -9 | -4 | 2 | 6

(next part)
Structure	Cathepsin G inh	Hsp90 inh	5HT1a ag	MKP-1 inh	C1s block	Cdc25B inh	CatL block	FXIa inh mix	FXIIa mix inh
CCOC(=O)C1=C(CC)Nc2ccccc2N=C1NC(=O)Nc1ccccc1OC	5	-2	0.6	-2	-6	1	2	-2	6
CCOc1ccc(CC(=O)Nc2c(C(N)=O)oc3ccc(Br)cc23)cc1OCC	8	-2	3.4	8	-14	-3	.	-3	7
O=C(Oc1ccc(Br)cc1)C1CC(=O)N(c2ccc(F)cc2)C1 (configuration not stated)	13	-5	0.0	17	5	-5	13	-2	-20
COc1ccc2[nH]c(C)c(CN3CCCCC3)c(=O)c2c1	10	-5	-2.4	11	11	-15	5	7	11
Cn1c(SCC(=O)NCc2ccc3c(c2)OCO3)nnc1-c1cc2ccccc2cc1O	3	0	-6.8	4	-20	-2	10	-4	4
COc1ccccc1NC(=O)N1CCCC(c2nc3c(nnn3Cc3ccc(C)cc3)c(=O)[nH]2)C1 (configuration not stated)	10	.	2.0	14	13	-7	13	6	8
CCOc1ccccc1C(=O)Nc1cc(OC)ccc1OC	10	-1	-0.2	-10	13	-10	.	-2	3
Cc1cccc(NC(=O)CN(C)S(=O)(=O)c2cnc[nH]2)c1	0	-1	-3.5	-4	1	1	-1	10	2
COc1ccc(CCNC(=O)CC2Oc3ccc(Cl)cc3NC2=O)cc1OC (configuration not stated)	-4	0	-0.8	7	-6	4	2	-2	-20
CCN(C(=O)c1cn(C)c(=O)c2cc(OC)c(OC)cc12)c1cc(OC)ccc1OC	8	-1	-2.2	6	12	-3	5	3	6
CC(=O)C1=C(C)NC(C)=C(C(C)=O)C1c1cccs1	12	-2	-1.4	-9	15	-9	-3	5	-22
Cc1ccc(-c2ccc(C(=O)O)[nH]2)cc1	5	-7	0.3	5	0	-1	28	-1	1
O=C(NCCc1csc(-c2cccnc2)n1)c1ccc(Br)o1	8	-4	-1.3	5	10	-8	14	5	9
CN1CCN(S(=O)(=O)c2ccc(NC(=O)Nc3cccc(Cl)c3)cc2)CC1	13	-10	-1.0	-3	-21	-9	-1	-4	4
COC(=O)[C@@H](NC(=O)NCc1ccco1)C(C)C	4	-6	-3.4	21	5	3	2	2	-5
COCCN(CCOC)c1ncnc2c1cnn2-c1ccc(Cl)cc1	10	-1	1.7	11	14	7	6	10	8
